Insulin prom up: MIN6 insulin promoter up-regulation; 0.3% of 190,000 active; MIN6 insulin promoter-GFP reporter, high-content imaging; stronger effect = higher value; z-score at 5 µM;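 active = z-score above 3 at 5 µM with at least 500 cells counted in the well; inconclusive = wells under 500 cells, flagged as cytotoxic or low count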
b-catenin transl: beta-catenin nuclear translocation modulation. HeLa beta-catenin nuclear translocation, immunofluorescence imaging. nuclear translocation activity, % at 5 µM. 0.3% of 190,000 active;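 active = nuclear translocation activity above 50% at 5 µM, with a well cell count of 50 or more; inconclusive = wells under 50 cells across six images, flagged as toxic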;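 also: per-cell ratio of nuclear to cytoplasmic median beta-catenin stain intensity; plate controls were DMSO negative control for no effect and GSK-3 inhibitor IX positive control for full effect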
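Read-out: Nuclear/cytoplasmic beta-catenin signal ratio, % activation | Assay system: Human HeLa cell line | Times: 24 h compound exposure at 37°C, 5% CO2 | Signal: Fluorescence imaging of beta-catenin antibody stain plus DAPI | Dosing: 5 µM primary, 0.02–20 µM confirmation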
Autophagy mod: modulators of autophagy; MEF GFP-LC3 puncta imaging; test concentration mostly 10 µM; calls only at 10 µM (by protocol); 0.98% of 190,000 active; AID 463193;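 active = percentage of spot-positive cells more than 3 SD above its plate mean, without a fluorescence outlier flag or 80% toxicity; inconclusive = no clear call, values can overlap the other calls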;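 also: spot-positive cell cutoff set from DMSO-treated cells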
Hep lipid drop: modulators of hepatic lipid droplet formation. AML12 mouse hepatocytes, oleate lipid droplets, BODIPY imaging. inhibition, % at 6.5 µM. 0.4% of 240,000 active. AID 1656;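 active = lipid droplet intensity inhibited by at least 50%, with more than 500 cells counted; inconclusive = wells with under 300 cells, treated as cytotoxic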
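Material – AML12 mouse liver cells · Also added – oleate loading, 100 µM · Compound dosing – 6.5 µM single-point dosing · Times – overnight treatment with compound plus oleate · Measured by – fluorescence imaging, 20x objective, two fields per well · Read-out – percent inhibition of filter-corrected integrated lipid droplet intensity per well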
NOD2 inhibition: NOD2 signaling inhibitors, cell-based, luminescence, uHTS, HEK293 (AID 1566); 0.63% of 290,000 active; inhibition, % at 4 µM, or EC50 in µM where a hit was titrated; HEK293 NOD2/NF-kB luciferase reporter, luminescence; higher % means a stronger effect; in the data active = inhibition above about 50%; also: many of its hits are not listed in these tables
MT stabilize HCS: stabilizes microtubules in HeLa cells. AID 2205. % tubulin-high responders, % at 10 µM. 0.83% of 200,000 active. HeLa tubulin immunostaining HCS, 24 h; share of cells brighter than vehicle mean+2SD;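 active = plate Z-score above 3 for both tubulin-high and condensed-nucleus cell shares, with cell loss under 80%, at 10 µM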;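 also: anti alpha tubulin signal scored within the nucleus-defined area of each cell; some results filed as inactive read as strong as hits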
Yfh1-off respiration: mitochondrial function rescue without frataxin homolog – Friedreich's ataxia, plus single-dose screen, dose response (AID 1465). fold induction at 50 µM, or EC50 in µM where a hit was titrated. S. cerevisiae Yfh1-off respiration, WST-1 reduction, 72 h; higher fold induction means a stronger effect. 0.074% of 220,000 active;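 active = fold induction of absorbance versus untreated yeast above a set limit, then at least 30% activation at any dose in follow-up; inconclusive = repeats straddling the limit, or above it without dose testing; inactive = fold induction below the set limit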;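 also: activators that raise dye reduction in frataxin-depleted yeast; strong numbers were not always called active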
WT yeast gro inh: growth inhibition of WT yeast, mitochondrial fusion screen. mitochondrial fusion phenotypic screen, WT strain. inhibition, % at 10 µM. 2.1% of 190,000 active. AID 1362; in the data active = inhibition above about 58%; tested in S. cerevisiae
Dynein transport: blocks dynein driven cargo transport along microtubules; z-score, hits read low; 0.47% of 220,000 active; AID 1381; 3617.4 mouse cells, GR-EGFP nuclear translocation imaging; test concentration mostly 20 µM; stimulated with dexamethasone, 1 µM; stronger effect = lower value;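 active = plate z-score of nuclear minus cytoplasmic receptor signal below a set negative limit, without overly bright fluorescence or cell loss, cut at about -3.5 in these data, passing the limit was not always enough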;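 also: z-score of nuclear minus cytoplasmic ring GR-EGFP intensity difference per well; some compounds called inactive have numbers as strong as hits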
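medium = tetracycline-free induction medium containing charcoal-stripped FBS | probe or stimulus = dexamethasone, 1.0 µM final | timing = 48 h induction, then 1 h compound, then 30 min agonist, 37 °C | detection = automated 10x imaging of fixed Hoechst-stained cells | read-out basis = nuclear versus cytoplasmic GR-EGFP signal, averaged per well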
WT yeast gro inh mutant strain: recorded beside WT yeast gro inh, whose call it bears; inhibition, %; mitochondrial fusion phenotypic screen, mutant strain inhibition
Dynein transport cytoplasmic EGFP: second read-out of Dynein transport, no call of its own (marks repeat the call); z-score; measured here: cytoplasmic GR-EGFP intensity; stronger effect = higher value
Dynein transport nuclear GR-EGFP: recorded beside Dynein transport, whose call it bears; z-score; measured here: nuclear GR-EGFP intensity;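 lower value marks the stronger effect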
Dynein transport cell count: recorded beside Dynein transport, whose call it bears; z-score; measured here: cell count per field
Insulin prom up cell count: also measured in Insulin prom up; calls as there; cell count; measured here: cytotoxicity, nuclei count;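 total cells summed across four imaged fields per well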
Hep lipid drop cells 6.5 µM: second read-out of Hep lipid drop, no call of its own (marks repeat the call); cell count; measured here: cell count, cytotoxicity flag;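 cells counted across two imaged fields per well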
b-catenin transl cell count 5 µM: second read-out of b-catenin transl, no call of its own (marks repeat the call); cell count; measured here: cell count, cytotoxicity flag
MT stabilize HCS Hoechst-high %: also measured in MT stabilize HCS; calls as there; % Hoechst-high responders; measured here: nuclear condensation Hoechst responders;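 share of cells brighter than vehicle mean plus two SD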
MT stabilize HCS cytotoxicity %: further read-out of MT stabilize HCS, marked with its call; toxicity, %; measured here: cytotoxicity by cell density;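 0% = mean cell density of plate MIN control wells and 100% = no cells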
Autophagy mod cell loss 18 h: further read-out of Autophagy mod, marked with its call; toxicity, %; measured here: cell loss, nuclei count;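 cell loss after 18 h compound exposure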
An asterisk follows results filed as active; i = inactive; ? = inconclusive; . = not tested or not shown. The list is partial (hit frequency here may not be typical).

SMILES	Insulin prom up	Insulin prom up cell count	b-catenin transl	b-catenin transl cell count 5 µM	Autophagy mod	Autophagy mod cell loss 18 h	Hep lipid drop	Hep lipid drop cells 6.5 µM	NOD2 inhibition	MT stabilize HCS	MT stabilize HCS Hoechst-high %	MT stabilize HCS cytotoxicity %	Yfh1-off respiration	WT yeast gro inh	WT yeast gro inh mutant strain	Dynein transport	Dynein transport cytoplasmic EGFP	Dynein transport nuclear GR-EGFP	Dynein transport cell count
CC(C)(C)c1nn2cnnc2n(/N=C/c2ccccc2)c1=O	-0.04	1420	0.2	1065	i	1.4	7.2	751	9.3%	7.2	1.6	4.5	i	5.9	-5.5	2.34	-0.335	1.44	-0.0895
CN(C)c1oc(COc2ccccc2F)nc1C#N	-0.11	1264	.	.	i	-9.1	-26.9	562	-23.8%	3.1	0.9	5.5	i	-12.6	-4.2	0.159	-0.248	0.494	-0.0987
CCOc1ccc(N(CC(=O)N2CCN(c3ccccc3)CC2)S(=O)(=O)c2c(C)noc2C)cc1	-0.43	918	.	.	i	-3.5	.	.	0.4%	2.3	4.8	10.2	i	-0.8	-2.9	0.00898	0.233	0.0987	0.319
Cc1ccc(S(=O)(=O)N2CCCCC2)cc1C(=O)Nc1cccnc1	-0.09	1380	-5.3	1172	.	.	4.7	764	11.6%	.	.	.	i	.	.	-0.256	-0.276	-0.123	0.282
COc1cccc(C(=O)Nc2sc3c(c2C#N)CCN(C(C)=O)C3)c1	0.02	687	53.2*	408*	i	45.5	-148.9	305	15.4%	28.0*	42.0*	55.0*	i	3.2	3.4	0.362	-0.0409	0.146	0.185
CNC(=O)CSc1nc2[nH]ncc2c(=O)[nH]1	-0.13	1291	-0.4	1059	i	-2.7	22.0	718	10.9%	2.4	1.7	1.6	i	6.5	-9.2	0.00126	0.244	0.164	0.849
COc1cc2nc(C3CC3)n(NC(=O)c3ccc(F)cc3)c(=O)c2cc1OC	0.7	1248	0.9	964	i	-4.2	3.2	804	-5.5%	4.9	2.5	6.4	i	-8.5	2.0	-0.499	-0.256	0.0926	0.558
Cc1ccc(Oc2ccc(-c3nnc(-c4ccccc4)o3)cc2[N+](=O)[O-])cc1C	0.2	1394	0.9	1090	i	5.2	-6.4	631	5.2%	1.1	1.2	5.3	i	-10.8	-4.9	-0.154	-0.235	0.32	-0.415
C=CCOc1ccc(C2NC(=O)NC(C)=C2C(=O)OC)cc1 (stereo not drawn)	0.46	1256	.	.	i	-1.7	5.4	710	2.8%	1.8	0.3	23.0	i	-15.3	-13.4	0.104	-0.252	0.223	0.376
O=C(N/N=C/c1cccc([N+](=O)[O-])c1)C1CC(=O)N(c2ccc(F)cc2)C1 (stereo not drawn)	0.1	1424	-3.9	1096	i	-0.7	-1.7	640	6.7%	3.9	2.6	1.0	i	-2.6	-10.5	-0.323	-0.281	-0.247	-0.132
CCC1(C(=O)OC)NC(c2ccco2)C2C(=O)N(c3ccc(F)cc3)C(=O)C21 (stereo not drawn)	-0.15	1435	-0.9	1045	i	-12.6	-9.3	756	-9.8%	2.6	2.8	10.1	i	-16.8	7.9	0.712	-0.289	0.381	0.384
CCOc1ccc(/C=C2\SC(=S)N(CCC(=O)O)C2=O)cc1	-0.58	960	0.8	1327	.	.	-20.6	812	44.7%	.	.	.	i	.	.	0.976	-0.254	0.475	-0.679
COc1ccc(OC)c(N/C(=N\c2nc(C)cc(C)n2)NC(=O)c2ccco2)c1	-1.14	1343	-4.2	1235	.	.	-20.0	673	-11.6%	.	.	.	.	.	.	.	.	.	.
O=C(NCC1CCCO1)C(c1cccs1)N(C(=O)c1ccc(CN2CCOCC2)o1)c1ccc(Cl)cc1 (stereo not drawn)	0.01	1568	-0.3	1174	i	1.9	-18.6	709	8.0%	2.3	3.7	6.9	i	3.3	12.4	-0.576	-0.248	-0.0821	0.431
CCC(=O)Nc1sc(C(=O)OC)c(C)c1C(=O)OC	-0.72	1211	-7.8	1024	i	-10.0	.	.	-7.0%	4.5	2.1	5.4	i	1.7	18.8	-0.611	-0.12	-0.0793	0.0922
CC(C)C1OC(c2cccc(NC(=O)c3cccs3)c2)OCC1(C)C (stereo not drawn)	-0.11	1241	-0.3	998	i	-6.9	12.6	698	14.4%	1.4	2.1	7.7	i	69.0*	4.6*	1.03	-0.272	0.158	0.5
CCCCn1c(N)c(N(CCC(C)C)C(=O)COC(=O)c2ccco2)c(=O)[nH]c1=O	-0.54	1228	1.1	1113	i	-12.2	-0.2	717	-9.3%	2.4	3.1	6.9	i	5.8	14.2	-0.907	-0.102	-0.275	0.838
CCOc1ccc2nc(SCC(=O)Nc3cc4c(cc3C(C)=O)OCO4)[nH]c2c1	0.82	1553	-0.1	1383	i	0.4	.	.	-11.3%	2.2	2.0	4.5	i	-5.9	-2.9	-0.61	-0.175	-0.509	0.719
CCOC(=O)C1(Cc2cccc(OC)c2)CCN(Cc2cccn2-c2nccs2)CC1	-0.57	1510	-1.2	917	i	10.0	-11.5	674	-5.3%	2.2	2.3	1.6	i	13.2	8.3	-0.504	-0.216	-0.344	0.0176
CCOc1ccc(-n2c(C)c(C(C)=O)c3cc(OCC(N)=O)ccc32)cc1	.	.	-1.6	983	i	-8.3	-0.7	670	24.5%	1.8	1.7	5.5	i	4.9	-16.0	0.759	-0.224	0.406	0.242
c1ccc(-c2nn3c(Cn4cnc5ccccc54)nnc3s2)cc1	-0.08	1278	1.7	950	i	-7.9	14.2	683	-9.5%	2.3	1.2	2.7	i	-14.6	5.0	-0.314	-0.157	-0.067	-0.307
Cc1ccc(-n2ncc3c(N4CCC5(CC4)OCCO5)ncnc32)c(C)c1	-1.17	963	.	.	i	0.4	.	.	17.1%	7.4	2.8	4.5	?	15.9	7.1	-1.12	-0.164	-0.386	-0.255
COc1cc2c(cc1OC)C1=C(C#N)CCC(=NC(=O)c3ccc(Cl)cc3)N1CC2	.	.	.	.	i	-22.1	.	.	12.0%	5.0	2.6	12.4	i	-22.4	-0.5	0.393	-0.158	0.0728	-1.4
CC(C)c1ccc(NC(=O)CSc2nc(-c3ccccc3F)nc3nc[nH]c23)cc1	0.05	1318	.	.	i	18.2	-25.8	598	14.5%	5.2	2.0	1.9	.	-4.9	-1.9	-0.72	-0.195	-0.56	0.163
Cc1ccc(CNC(=O)C2C3C=CC4(CN(Cc5cccnc5)C(=O)C24)O3)cc1 (stereo not drawn)	-0.19	1090	.	.	i	36.9	.	.	0.8%	2.0	0.9	2.3	i	-7.7	-4.5	-0.138	-0.16	0.168	0.837
COc1ccc(C(=O)NC(=S)Nc2ccc(N3CCCC3)cc2)cc1	0.56	1591	2.0	972	i	1.8	17.9	659	20.2%	3.7	2.6	5.4	i	12.0	18.8	0.122	-0.304	0.566	1.02
COc1ccc(C(C(=O)NC2CCCC2)N(Cc2ccccc2)C(=O)CNC(=O)c2ccco2)cc1 (stereo not drawn)	0.28	914	2.6	1056	i	-8.2	-24.9	738	1.9%	2.7	2.2	10.3	i	-4.2	5.5	-0.914	-0.349	-0.289	1.08
Nc1nc(-c2ccco2)cs1	0.39	1066	-6.7	944	i	7.1	.	.	7.3%	10.9	1.8	5.2	i	6.0	3.7	-0.34	-0.185	-0.0951	1.63
CCOC(=O)C(CC)Sc1nc2c(cnn2-c2ccccc2)c(=O)[nH]1 (stereo not drawn)	1.22	936	-6.5	1156	i	6.3	.	.	9.7%	3.9	3.3	4.8	i	8.4	-1.0	-0.0453	-0.206	-0.0182	-0.0798
O=C1N/C(=C/c2ccc(N3CCOCC3)o2)C(=O)N1c1cccc(Cl)c1	0.4	1589	0.1	1089	i	-42.1	-15.3	667	-3.3%	2.6	2.3	0.2	i	7.5	2.7	-4.15	5.38	-1.64	0.07
O=C1CC(c2ccccc2Cl)c2c(sc3c(=O)[nH]c(CCl)nc23)N1 (stereo not drawn)	0.67	1321	1.0	1341	.	.	-18.3	667	5.9%	.	.	.	i	.	.	-0.871	-0.134	-0.408	-0.248
COC(=O)c1ccc(NC(=O)CN(c2ccc(C)cc2)S(=O)(=O)c2c(C)n[nH]c2C)cc1	-0.23	1409	1.2	1350	i	-11.6	.	.	16.3%	3.1	2.6	8.6	i	20.2	4.5	0.458	-0.202	0.392	-0.0166
O=[N+]([O-])c1ccc(N2CCCCC2)cc1SCCO	0.93	1101	2.1	1101	i	7.4	-4.5	732	14.0%	1.8	0.7	1.1	?	-9.7	1.4	-0.785	-0.162	-0.286	0.265
